Screening results: PubChem, several laboratories
ABHD5 PLIN5 PPI = ABHD5-PLIN5 interaction inhibitors, primary screen, cell lysate, split luciferase complementation, luminescence | Perilipin-5 (Homo sapiens) + 1-acylglycerol-3-phosphate O-acyltransferase ABHD5 (Homo … | AID 602281, 2012 | inhibition, % at 4 µM | actives 0.78% (n = 360,000) | Split G. princeps luciferase complementation, 4 h;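 active = inhibition above the mean inhibition across every tested compound plus 3 SD, cut at about 22% in these data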;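 also: 0% = DMSO only wells and the 100% control is not disclosed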
MC4R antagonist = MC4R antagonists of cAMP signaling, primary screen, cell-based, TR-FRET, antagonist arm of biased-ligand search; Melanocortin receptor 4 (Homo sapiens), P32245; MC4R-expressing cells, MTII-stimulated cAMP, LANCE TR-FRET; inhibition, % at 6.5 µM; actives 0.48% (n = 360,000); AID 540295, 2011;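 active = inhibition above its plate's cutoff, the mean of tested wells on that plate plus 3 SD, cut at about 29% in these data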;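 also: 0% = Melanotan II alone and 100% = Melanotan II plus saturating MCL0020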
Target sequence (P32245 whole entry, looked up): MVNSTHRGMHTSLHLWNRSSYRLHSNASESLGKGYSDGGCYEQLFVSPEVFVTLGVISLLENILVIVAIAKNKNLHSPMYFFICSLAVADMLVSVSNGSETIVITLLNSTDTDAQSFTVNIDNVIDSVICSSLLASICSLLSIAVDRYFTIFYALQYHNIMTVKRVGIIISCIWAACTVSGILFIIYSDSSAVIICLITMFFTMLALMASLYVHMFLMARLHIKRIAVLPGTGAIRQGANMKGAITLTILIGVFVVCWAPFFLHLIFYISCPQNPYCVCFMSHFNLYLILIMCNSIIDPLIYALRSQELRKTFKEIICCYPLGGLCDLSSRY
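System: U2OS cells stably expressing human melanocortin 4 receptor (MC4R). Reagent: Melanotan II challenge after compound preincubation. Doses: 6.5 µM. Times: 30-min compound, 1-h challenge, 1-h detection, room temperature. Measured by: TR-FRET with Eu-cAMP and labeled anti-cAMP, 671 nm. Replicates: singlicate.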
Glyco luc inh = increase of ERlucT glycosylation luciferase signal, primary screen, N-linked glycosylation inhibitor project, D54 ERlucT cells, luminescence, set 2; reporter increase, % at 12.5 µM; actives 0.23% (n = 360,000); D54 ERlucT glycosylation luciferase reporter, 24 h; percent of 100 nM tunicamycin response;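 active = mean luciferase reporter signal, scaled so untreated is 0 and the glycosylation-blocking control 100, at or above a set limit in every replicate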;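 also: luciferase carries N-glycosylation sites so blocking glycosylation raises the light; 0% = median of neutral control wells and 100% = median of 100 nM tunicamycin wells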
MC4R ag barr = MC4R agonists recruiting beta-arrestin, primary screen, cell-based, luminescence, agonist arm of biased-ligand search; Melanocortin receptor 4 (Homo sapiens), P32245; U2OS MC4R beta-arrestin complementation; percent of melanotan II response, DMSO zero; actives 0.98% (n = 360,000); activation, % at 8.9 µM; AID 540308, 2011;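 active = activation above a per-plate cutoff, the mean activation of sample wells on that plate plus 3 SD, cut at about 8% in these data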
HTR2A ag = mouse Htr2a agonists via beta-arrestin recruitment, primary screen, cell-based, luminescence; activation, % at 7.6 µM; actives 0.66% (n = 360,000); CHO-K1 mHTR2A beta-arrestin complementation; percent of 30 µM serotonin response; 5-hydroxytryptamine receptor 2A (Mus musculus), P35363;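 active = activation above a run cutoff, the mean activation of all tested compounds plus 3 SD, cut at about 14% in these data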;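 also: 0% = plate median of compound wells and 100% = 30 µM serotonin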
Target sequence (P35363 whole entry, looked up): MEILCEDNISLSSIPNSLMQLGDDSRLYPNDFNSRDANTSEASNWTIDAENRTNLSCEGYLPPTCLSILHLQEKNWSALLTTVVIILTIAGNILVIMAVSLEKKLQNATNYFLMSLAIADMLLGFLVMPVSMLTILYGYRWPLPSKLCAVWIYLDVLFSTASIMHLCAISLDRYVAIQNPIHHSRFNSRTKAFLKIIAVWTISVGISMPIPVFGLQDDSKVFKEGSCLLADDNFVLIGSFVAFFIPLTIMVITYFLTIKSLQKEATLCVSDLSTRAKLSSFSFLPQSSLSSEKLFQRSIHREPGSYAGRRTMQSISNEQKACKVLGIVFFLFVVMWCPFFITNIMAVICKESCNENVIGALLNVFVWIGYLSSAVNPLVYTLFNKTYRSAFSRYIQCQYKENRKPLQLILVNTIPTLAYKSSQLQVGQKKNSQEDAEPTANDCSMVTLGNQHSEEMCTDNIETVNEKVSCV
Exocytosis inh = LAMP-1 surface exposure blockers, TALL-104 cells – cell-based, flow cytometry, MLPCN library, primary screen; TALL-104 LAMP-1 surface exposure; cells stimulated with thapsigargin and PMA; inhibition, % at 10 µM; actives 0.66% (n = 360,000); AID 651702, 2012;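 active = inhibition above about 55%, limit read from the data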
ABCB6 inh 2 = ABCB6 transporter inhibitors, primary screen, K562-ABCB6 cells, flow cytometry, MLPCN library. actives 0.19% (n = 360,000). fluorescence ratio to DMSO, % at 10 µM. ATP-binding cassette sub-family B member 6 (Homo sapiens), Q9NP58. K562-ABCB6 porphyrin accumulation, 1 h; stronger effect = lower value. AID 602162, 2011;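 active = fluorescence ratio to DMSO below 75%, the collection mean minus 3 SD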;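 also: signal is porphyrin accumulated inside mitochondria; 100% equals median channel fluorescence of DMSO control wells; lower ratio means ABCB6 inhibition with less porphyrin fluorescence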
hiPSC survival = enhancers of single-cell hiPSC survival, primary screen, ATPlite luminescence; survival enhancement, % at 20 µM; actives 0.044% (n = 360,000); AID 602274, 2012; 100% = ROCK inhibitor wells, 0% = DMSO; in the data active = survival enhancement above about 18%;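 also: cells exposed to compounds for 16 hours before the ATP read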
aDG glyco act = activators of alpha-DG glycosylation, primary screen, uHTS, Pro5-aDG cells, AlphaScreen. activation, % at 10 µM. AID 624168, 2012. alpha-DG glycosylation AlphaScreen (IIH6); 0% Pro5, 100% B10-LARGE cell signal. actives 0.22% (n = 360,000);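 active = activation of at least 8% versus controls, or a plate z-score of at least 8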;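 also: Pro5 are CHO cells carrying HIG-tagged alpha-DG that lacks glycosylation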
Cardio protect = cardioprotection against H2O2-induced cell death, primary screen, uHTS, H9c2 cells, ATPLite luminescence | actives 0.63% (n = 360,000) | protection from H2O2 cell death, % at 20 µM | AID 588492, 2011 | H9c2 cardiomyocytes, H2O2 injury protection, 2 h;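 active = compounds giving at least 50% protection of heart cells from peroxide-induced death in the single-dose screen, raw or plate-pattern-corrected value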;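 also: 0% = DMSO wells with peroxide and 100% = DMSO wells without peroxide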
An asterisk follows results filed as active; nt = no result given.

SMILES	ABHD5 PLIN5 PPI	MC4R antagonist	Glyco luc inh	MC4R ag barr	HTR2A ag	Exocytosis inh	ABCB6 inh 2	hiPSC survival	aDG glyco act	Cardio protect
COc1ccc(NC(=O)CC(CC(=O)O)c2cc(OC)c(OC)c(OC)c2)cc1 (stereo unspecified)	-6.7	-0.9	0.3	1.3	1.9	-7.5	93.0	-0.7	0.1	6.7
Clc1ccc(-n2nnnc2SCc2c(-c3ccccc3)nc3sccn23)cc1	2.9	-3.6	-0.4	-1.6	-6.9	0.5	93.0	-3.7	-0.1	-0.6
Nc1ccc2nc(-c3ccc(Cl)cc3)[nH]c2c1	-4.8	13.7	-0.7	-0.2	0.8	-0.4	106.0	-2.4	0.5	-14.7
COc1oc(-c2ccccc2)nc1C(F)(F)F	-2.6	15.2	-0.8	1.5	1.5	-0.5	101.0	5.4	0.0	8.3
Cc1ccc(NC(=O)CN(C)C(=O)C2COc3ccccc3O2)cc1 (stereo unspecified)	4.9	2.1	1.2	-3.2	-2.9	-1.1	101.0	0.8	0.1	3.1
CC(=O)Nc1ccccc1OCC(=O)NC1CCCCC1C (stereo unspecified)	-0.6	2.7	-1.1	-1.1	5.5	-2.9	99.0	-0.2	0.2	-6.5
Cc1ccc(/C=C/C(=O)Nc2ccc(S(N)(=O)=O)cc2)o1	35.7*	-1.5	2.9	0.2	0.8	-1.8	97.0	1.2	0.1	0.0
COCCNC(=O)C(=O)c1c(-c2ccccc2)[nH]c2ccccc12	2.2	-2.3	0.8	-0.4	0.7	-0.7	92.0	0.2	-0.5	6.9
Oc1ccc(Br)c(CN2CCN(c3ncc(Cc4ccccc4)cn3)CC2)c1	-14.8	nt	nt	nt	8.0	-2.6	nt	nt	2.7	nt
O=C(CN1CCOCCOCCN(CC(=O)Nc2ccccc2)CCOCC1)Nc1ccccc1	1.9	9.4	3.0	-2.4	3.9	0.7	97.0	-0.8	-0.1	1.3
O=C(/C=C/c1ccccc1)Nc1ccc(NC(=O)c2cccs2)cc1	-6.4	0.6	-4.2	-0.5	-2.1	-10.6	95.0	-0.4	0.4	1.8
CC(=O)NC1C(OCc2ccccc2)OC2COC(C)(C)OC2C1O (stereo unspecified)	0.8	8.1	-0.5	-0.2	2.5	-4.5	95.0	-0.1	-0.2	5.0
Cc1ccc(S(=O)(=O)N2CCN(CC(=O)N/N=C\c3ccncc3)CC2)cc1	3.3	16.4	1.6	-0.7	-1.1	23.0	100.0	0.1	0.1	2.8
Cc1cc(C)c(S(=O)(=O)c2ccccc2)c(OC(=O)c2c(Cl)cc(Cl)cc2Cl)n1	-1.0	8.1	4.4	-1.5	-4.5	-1.8	100.0	-0.6	0.2	-9.4
O=C(CCc1nc2ccccc2c(=O)[nH]1)OCC(=O)N1CCc2ccccc21	4.1	-0.1	-2.2	-1.8	-1.8	-4.9	101.0	-0.3	-0.3	56.9*
COc1ccccc1NC(=O)C(C)OC(=O)c1nc2nc(C)cc(C)n2n1 (stereo unspecified)	3.2	13.4	1.9	-1.0	-5.5	-2.2	93.0	0.2	0.1	-4.1
O=C(NCc1ccco1)/C(=C\C=C\c1ccccc1)NC(=O)c1ccco1	6.6	25.7	1.6	1.3	1.1	-1.3	102.0	0.2	0.2	0.4
O=C(O)c1cccc(NC(=O)c2cn(-c3ccccc3)nc2-c2ccc(F)cc2)c1	-5.8	13.4	-0.3	0.6	-2.5	4.6	100.0	-0.4	-0.1	2.2
Cc1ccc(S(=O)(=O)N/N=C2/CC(c3ccccc3)Oc3ccccc32)cc1[N+](=O)[O-] (stereo unspecified)	-12.3	1.7	0.3	-0.1	-5.7	-3.6	100.0	-0.6	3.0	-13.8
Cc1cc(C(=O)N2CCN(S(=O)(=O)c3ccccc3C#N)CC2)c(C)o1	-2.2	6.7	2.7	0.9	0.2	18.4	103.0	1.3	-0.1	-2.9
O=C(N1CCN(c2ccc(F)cc2)CC1)C12CC3CC(CC(C3)C1)C2	-4.7	-1.6	nt	2.9	-3.0	-1.1	89.0	1.1	0.0	15.1
CN(CCc1ccccc1)C(c1cc2ccccc2o1)c1nnnn1C(C)(C)C (stereo unspecified)	-6.8	nt	nt	nt	-2.9	-0.9	95.0	0.3	-0.1	nt
Cc1ccsc1C(=O)N/N=C/c1ccc2c(c1)OCO2	6.3	-7.7	-10.8	1.6	3.6	-3.3	98.0	-2.8	-0.1	-2.0
COc1cc(C(=O)NC2CC3CCCC(C2)N3Cc2ccccc2)cc(OC)c1OC (stereo unspecified)	4.5	17.1	-1.6	1.2	-4.7	5.8	99.0	-0.6	0.1	3.0
CCN(CC)S(=O)(=O)c1cc(NC(=O)COc2ccc(C#N)cc2OC)ccc1C	1.1	28.2	1.8	-1.2	-6.8	1.3	89.0	-1.0	0.2	-7.8

Rewritten in CSV form: entries from further up
Structure,ABHD5 PLIN5 PPI,MC4R antagonist,Glyco luc inh,MC4R ag barr,HTR2A ag,Exocytosis inh,ABCB6 inh 2,hiPSC survival,aDG glyco act,Cardio protect
Cc1cc(C(=O)N2CCN(S(=O)(=O)c3ccccc3C#N)CC2)c(C)o1,-2.2,6.7,2.7,0.9,0.2,18.4,103.0,1.3,-0.1,-2.9
O=C(CCc1nc2ccccc2c(=O)[nH]1)OCC(=O)N1CCc2ccccc21,4.1,-0.1,-2.2,-1.8,-1.8,-4.9,101.0,-0.3,-0.3,56.9*
O=C(O)c1cccc(NC(=O)c2cn(-c3ccccc3)nc2-c2ccc(F)cc2)c1,-5.8,13.4,-0.3,0.6,-2.5,4.6,100.0,-0.4,-0.1,2.2
Cc1cc(C)c(S(=O)(=O)c2ccccc2)c(OC(=O)c2c(Cl)cc(Cl)cc2Cl)n1,-1.0,8.1,4.4,-1.5,-4.5,-1.8,100.0,-0.6,0.2,-9.4
Cc1ccc(S(=O)(=O)N2CCN(CC(=O)N/N=C\c3ccncc3)CC2)cc1,3.3,16.4,1.6,-0.7,-1.1,23.0,100.0,0.1,0.1,2.8

(listing goes on)
SMILES	ABHD5 PLIN5 PPI	MC4R antagonist	Glyco luc inh	MC4R ag barr	HTR2A ag	Exocytosis inh	ABCB6 inh 2	hiPSC survival	aDG glyco act	Cardio protect
Clc1ccc(SCCOCCN2CCCCCC2)cc1	-8.6	-2.8	-2.4	2.8	-6.1	37.3	95.0	-0.6	0.0	-1.6
Cc1ccc(C2C(C(N)=S)=C(N)OC3=C2C(=O)CC(C)(C)C3)cc1 (stereo unspecified)	-13.7	17.1	0.0	-3.5	1.1	1.6	110.0	-2.0	-0.2	0.1
CCC1=Nc2ccccc2NC2=C1C(=O)CCC2	1.4	3.5	2.1	-1.0	1.9	0.2	97.0	-0.2	-0.2	-6.2
CC(=O)NC(c1ccccc1)c1nc(-c2ccc(C)c(C)c2)cs1 (stereo unspecified)	0.0	-1.4	0.6	-0.9	-6.6	-15.5	216.0	-1.8	-0.1	-0.9
Cc1c(NC(=O)Nc2ccc(C#N)cc2)c(=O)n(-c2ccccc2)n1C	-8.5	0.7	1.4	-2.6	-1.4	-3.1	102.0	-0.2	-0.1	3.2
O=C(c1ccc(NC2=NC3CS(=O)(=O)CC3S2)cc1)N1CCN(c2ccccc2F)CC1 (stereo unspecified)	6.4	2.5	-1.0	0.0	23.7*	0.5	98.0	0.0	0.0	3.9
COC(=O)c1cn(Nc2ncc(C(F)(F)F)cc2Cl)c(=O)c2ccccc12	-6.2	-1.8	-2.2	3.9	-1.6	-2.5	98.0	3.9	0.0	-28.3
CCC/C=N/Nc1nnc(Cc2ccccc2)c(=O)[nH]1	4.7	23.8	-1.8	0.1	-5.0	-1.8	99.0	1.7	-0.1	11.4
CC(/C=N/NC(=O)c1ccc(CN2c3cccc4cccc(c34)S2(=O)=O)cc1)c1ccccc1 (stereo unspecified)	-1.2	12.1	-1.4	0.5	-0.4	10.5	101.0	0.8	-0.4	2.4
NN1C(=O)/C(=C\c2ccco2)SC1=S	-17.1	-16.3	-0.7	0.4	-2.5	1.7	103.0	-0.3	0.0	-0.2
COc1ccc2nc(SCC(=O)Nc3ccccc3C#N)[nH]c2c1	6.6	-7.5	1.5	-0.9	1.9	-4.3	107.0	-0.1	0.2	7.7
Cc1c(C(=O)Nc2ccc(-n3cnnn3)cc2)oc2ccccc12	-6.1	-1.6	-3.3	7.3	-4.1	11.8	95.0	1.1	0.8	13.4
O=C(NCCc1ccccc1)C1CCN(C(=O)c2ccc([N+](=O)[O-])cc2)CC1	1.0	1.1	0.3	-2.8	3.6	-2.1	104.0	0.5	-0.2	2.9
O=C1CCC/C=C/C[C@@H](CC(=O)N(CCO)Cc2ccccc2)C(=O)NC[C@H](c2ccccc2)O1	-8.0	-4.5	0.8	-0.6	0.0	-11.0	96.0	4.7	0.0	0.5
CCOC(=O)Cn1cc(/C=N/N2C(=O)C3C4C=CC(C4)C3C2=O)c2ccccc21 (stereo unspecified)	7.4	0.6	-4.4	-0.9	-0.3	-1.1	95.0	2.6	0.4	0.6
CCOC(=O)c1ccccc1NC(=O)CSc1ccc(-c2ccccn2)nn1	5.1	-2.0	nt	0.3	1.4	105.8*	100.0	-0.3	0.7	57.1*
Oc1cccc(/C=N/Nc2ccc(Cl)nn2)c1O	4.5	-9.8	-7.6	-2.0	-5.7	0.7	90.0	0.1	0.1	25.1
CCCc1nnc(-c2cc(OC)c(OC)c(OC)c2)o1	-5.3	-5.0	1.1	-1.9	4.1	21.9	99.0	-0.3	0.2	-3.0
Cc1ccc(N(CC(=O)Nc2cc(Cl)ccc2Oc2ccccc2)S(C)(=O)=O)cc1C	-7.9	19.8	-0.6	1.7	-4.6	7.5	98.0	2.7	0.2	-14.1
O=[N+]([O-])c1cccc(/C=N/Nc2nc(N3CCCCC3)nc(N3CCCCC3)n2)c1	-8.4	-7.9	-2.3	-2.1	-4.8	-0.6	102.0	-0.1	-0.3	24.8
COc1ccc2[nH]cc(C(=O)CN3CCCCC3)c2c1	4.0	0.0	-1.4	-2.6	6.7	-3.4	102.0	0.3	0.0	1.4
CCOC(=O)[C@@H]1[C@H]2COc3cc(OC)ccc3[C@H]2N2C(=O)N(c3cccc(C)c3)C(=O)[C@]12C	15.4	5.7	1.4	-1.4	2.2	6.5	94.0	-0.5	-0.3	-6.6
O=C(NCCCn1ccnc1)c1cc2ccccc2o1	1.6	-10.9	0.7	-1.2	0.0	-0.7	95.0	-0.4	-0.1	-1.3
O=C(c1ccc(-n2cnnn2)cc1)N1CCCCC1	5.0	2.8	1.2	0.1	-0.7	1.3	86.0	2.4	0.1	-7.1

This is a random part of the collection; 4.5% or so of the library scored in one or more.
